SUMO Mot1 rescue = blocks SUMOylation pathway, rescuing yeast Mot1-301 growth; S. cerevisiae Mot1-301 growth rescue, ATP luminescence, 38.5C; percent above DMSO median, 100 means doubled; 320,000 tested, 1% active; AID 2716; growth rescue, % at 18.8 µM;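 active = every valid replicate shows activation above 250% relative to neutral control wells; inactive = the rest, any valid replicate at or below 250%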;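 also: OY570 slx delta 5 strain wells were the positive control but not used for scaling; some compounds called inactive have numbers as strong as hits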
PKA-R2B activ = PKA-R2B complex activation; 340,000 tested, 0.079% active; activation, % at 11.4 µM; PKA-R2B holoenzyme dissociation, Cy5-IP20 fluorescence polarization; R2B truncated from residue 108, S112A mutant; 0% DMSO only, 100% 113 µM cGMP;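 active = activation above a cutoff set at the mean over all compounds plus 3 SD, cut at about 18% in these data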;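 also: higher means more holoenzyme dissociation and a rise in polarization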
SR-BI DiI inh = mouse SR-BI HDL lipid transfer inhibition. Q61009. ldlA[mSR-BI] CHO cells, DiI-HDL uptake fluorescence, 3 h. inhibition, % at 12.5 µM. 320,000 tested, 0.96% active;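 active = mean replicate inhibition of at least 70% and a set share of replicates each scoring 70 or more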;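 also: 0% = median of neutral control wells and 100% = median of positive control wells; values of inactives mirror those of a sister screen read the other way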
SR-BI DiI-HDL act = enhances SR-BI lipid uptake from DiI-HDL | CHO ldlA[mSR-BI] cells, DiI-HDL uptake fluorescence, 3 h; 100 = double the neutral-control signal | activation, % at 12.5 µM | 320,000 tested, 0.096% active | AID 504775;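 active = mean replicate activation of at least 60% and every replicate at or above 60%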;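 also: 0% = median plate neutral-control signal and 100% = twice that signal; values of inactives mirror those of a sister screen read the other way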
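Material – SR-BI-overexpressing, LDLR-lacking CHO cells · Medium – BSA-supplemented, HEPES-buffered Ham's F12, pH 7.4 · Doses – single concentration · Times – compound with DiI-HDL co-incubation, 3 h at 37 °C · Measured by – bottom-read fluorescence, 550/595 nm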
MITF TRPM1 HTS = activators of MITF-driven TRPM1 promoter activity in SK-MEL-5 cells. activation, % at 12.5 µM. SK-MEL-5 TRPM1-promoter luciferase, 24 h; % of positive control, neutral wells = 0. 300,000 tested, 0.75% active. AID 588334;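 active = mean activation of at least 80% with every replicate also reaching 80%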;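 also: 0% = neutral control wells and 100% = parthenolide positive control wells; values of inactives mirror those of a sister screen read the other way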
PKA-R1A activ = activators of PKA-R1A complex. PKA-R1A dissociation, Cy5-IP20 fluorescence polarization; scaled: DMSO 0%, 113 µM cGMP 100%. activation, % at 11.4 µM. 340,000 tested, 0.083% active;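 active = percent activation above the mean of all tested compounds plus 3 SD, cut at about 19% in these data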;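 also: higher means more PKAc released from R1A so a rise in polarization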
dFosB activator = mouse delta FosB homodimer activation. P13346. purified delta FosB, TAMRA-CDK5 oligo fluorescence polarization; percent of positive-control signal above neutral wells. activation, % at 25 µM. 340,000 tested, 0.99% active;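 active = mean activation above about 17%, with every replicate also reaching it, limit read from the data, passing the limit was not always enough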;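 also: fluorescence polarization rise as delta FosB binds a TAMRA Cdk5 AP-1 oligo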
Target sequence (P13346 whole entry, looked up): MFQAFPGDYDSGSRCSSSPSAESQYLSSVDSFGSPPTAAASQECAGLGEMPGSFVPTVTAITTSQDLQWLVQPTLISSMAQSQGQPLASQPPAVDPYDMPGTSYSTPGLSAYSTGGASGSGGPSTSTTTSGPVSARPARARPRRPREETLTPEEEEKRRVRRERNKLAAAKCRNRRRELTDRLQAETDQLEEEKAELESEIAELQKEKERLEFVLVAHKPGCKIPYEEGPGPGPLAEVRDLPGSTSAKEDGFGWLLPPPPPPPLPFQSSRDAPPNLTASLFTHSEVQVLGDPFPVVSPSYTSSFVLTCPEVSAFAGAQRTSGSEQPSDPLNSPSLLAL
NSD2 HMT inh = inhibitors of human histone methyltransferase NSD2; O96028; NSD2 peptide methylation, AlphaScreen, 120 min; inhibition, % at 12.5 µM; 310,000 tested, 0.54% active; in the data active = inhibition above about 50%
CDK5 inh = CDK5/p35 (human) kinase inhibition; Q00535+Q15078; Recombinant CDK5/p35, ADP-Glo luminescence, 60 min; 330,000 tested, 0.01% active; inhibition, % at 10 µM;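 active = highest replicate inhibition of at least 50% and at least 75% of replicates reaching 50%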;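 also: plate controls were DMSO neutral control for no effect and GW8510 at 10 µM for full effect; many of its hits are not listed in these tables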
Target sequence (Q00535 whole entry, looked up): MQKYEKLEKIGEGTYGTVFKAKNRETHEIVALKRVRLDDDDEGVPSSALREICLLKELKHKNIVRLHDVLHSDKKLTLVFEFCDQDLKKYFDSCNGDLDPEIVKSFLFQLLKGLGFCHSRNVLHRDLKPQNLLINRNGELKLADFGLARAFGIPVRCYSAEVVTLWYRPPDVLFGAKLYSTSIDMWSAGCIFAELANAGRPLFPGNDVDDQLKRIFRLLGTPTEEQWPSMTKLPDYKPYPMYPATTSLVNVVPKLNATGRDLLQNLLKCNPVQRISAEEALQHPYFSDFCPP
Target sequence (Q15078 whole entry, looked up): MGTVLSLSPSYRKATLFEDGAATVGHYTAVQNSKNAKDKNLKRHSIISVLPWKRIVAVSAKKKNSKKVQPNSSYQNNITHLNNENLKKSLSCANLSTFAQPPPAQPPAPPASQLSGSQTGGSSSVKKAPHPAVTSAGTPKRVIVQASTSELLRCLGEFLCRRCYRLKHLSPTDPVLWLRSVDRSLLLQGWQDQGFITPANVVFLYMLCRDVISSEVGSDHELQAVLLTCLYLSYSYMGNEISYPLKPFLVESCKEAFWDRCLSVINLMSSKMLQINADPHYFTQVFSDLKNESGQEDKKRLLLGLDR
Arr AP2 block = human beta-arrestin and AP2 interaction inhibition; inhibition, % at 10 µM; 340,000 tested, 0.31% active; FITC-arrestin peptide / GST-AP2 beads, flow cytometry; AP2 beta2 appendage carries R879A mutation;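 active = inhibition above a set limit, near 3 SD of compounds lacking own fluorescence, cut at about 54% in these data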;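 also: plate controls were DMSO wells for no effect and 5 µM unlabelled arrestin peptide for full effect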
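System: GST-tagged AP2 beta2-adaptin appendage (R879A) on 4 µm glutathione beads / Reagent: FITC-arrestin peptide, 50 nM / Detection: HyperCyt-sampled flow cytometry, FL1 channel, ex 488/em 535 nm / Timing: 12 min plus 1 h, RT / Buffer or medium: PBS plus Tween 20 (0.05%) and BSA (0.1%)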
DSG3 Ab inh = human desmoglein-3 autoantibody binding inhibition. P32926. DSG3-coupled beads, scFv-anti-DSG3-GFP binding, flow cytometry; stronger effect = lower value. binding (percent of control), % at 10 µM. 310,000 tested, 0.48% active. AID 588358;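 active = binding more than 3 SD below its plate's average and above zero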;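 also: hits lower antibody fragment binding to DSG3; some compounds called inactive have numbers as strong as hits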
* hit, by the source's call; x = no result given; + = active, no number.

SMILES	SUMO Mot1 rescue	PKA-R2B activ	SR-BI DiI inh	SR-BI DiI-HDL act	MITF TRPM1 HTS	PKA-R1A activ	dFosB activator	NSD2 HMT inh	CDK5 inh	Arr AP2 block	DSG3 Ab inh
O=C(CN1CCN(c2ccccn2)CC1)NC(=O)NC1CCCCC1	5.1	-7.7	-3.1	3.1	8.5	-6.5	-5.1	1.7	-0.5	-6.6	x
CC(=O)C1=C(C)NC(SCC(=O)c2ccccc2)=C(C#N)C1CC(C)C (stereo not drawn)	14.6	-0.1	46.0	-46.0	30.9	-16.1	-0.1	-0.7	1.3	10.8	100.7
COc1ccc(NC(=O)C2CCOC2=O)cc1 (stereo not drawn)	-2.1	2.8	-3.5	3.5	-2.9	-14.4	6.8	-2.7	1.0	-0.3	x
COc1ccc(CC(=O)Nc2ccccc2C(C)=O)cc1S(=O)(=O)N1CCOCC1	-4.2	-3.9	-19.0	19.0	9.5	-10.9	-8.8	x	0.8	12.4	104.7
Cc1cccc(C)c1OCC(=O)Nc1ccc(NC(=O)c2ccco2)cc1	21.8	-8.1	x	x	-7.3	6.3	-4.3	-4.7	0.4	6.0	112.0
CN(Cc1ccccc1)C(=O)COC(=O)Cc1ccc(Cl)cc1	5.3	-0.7	-6.5	6.5	-5.8	-1.6	-0.9	-2.6	1.0	6.5	92.6
COc1cccc(CN2CCN(Cc3cc(OC)c(OC)cc3OC)CC2)c1	-16.7	7.1	-9.9	9.9	3.7	-1.4	-13.0	-2.4	-0.2	1.0	107.9
COC(=O)C1CCN(C(=O)/C=C/c2ccc3c(c2)OCO3)CC1	-2.0	-2.6	-20.9	20.9	51.5	0.0	1.6	-1.7	-0.1	24.7	106.8
Cc1nn(CCO)c(N)c1C1(O)C(=O)Nc2c(Cl)cc(Cl)cc21 (stereo not drawn)	-2.0	4.6	-20.8	20.8	-12.6	-3.3	-3.1	5.6	-1.1	14.5	100.0
O=C(c1ccc2c(=O)n(Cc3ccccc3)c(=S)[nH]c2c1)N1CCCC1	-6.3	-15.7	x	x	-9.7	-10.6	5.2	-1.9	-0.7	1.2	x
CC(=O)N1CCC2(CC1)C(C#N)=C(N)OC1=C2C(=O)CC(C)(C)C1	-2.3	-6.2	-18.0	18.0	-1.2	-2.9	-4.4	-3.9	-1.0	0.1	102.8
O=C(Oc1ccc2ccc(=O)oc2c1)c1cccs1	-12.3	5.7	-21.3	21.3	2.4	-3.3	-7.6	-2.3	-3.0	15.7	75.3
COC(=O)c1c(NC(=O)C(=O)N2CCCCC2)sc2c1CC(C)(C)OC2	-2.5	-3.1	19.2	-19.2	-12.8	-13.0	-11.8	-8.1	-4.5	1.1	x
CCCc1c(C(=O)Nc2cc(C)on2)cnn1-c1ccccc1	-6.3	-0.8	-11.3	11.3	-8.6	-3.5	-13.7	-0.3	0.4	-13.8	x
Cc1nc2ccccc2nc1OCC(=O)Nc1ccc(F)cc1	14.4	6.2	-11.6	11.6	8.8	-16.6	-8.9	0.8	0.2	-3.4	103.7
COc1ccc(NC(=O)Nc2cc3oc4ccccc4c3cc2OC)cc1	15.1	-11.1	98.1*	-98.1	17.3	0.7	2.6	-1.8	-0.4	1.0	89.2
CC(=O)Nc1ccc(NS(=O)(=O)c2ccc(-c3cnc(C4CC4)o3)cc2)cc1	x	-6.1	-19.7	19.7	-13.4	-0.8	-5.0	-1.6	0.5	-14.2	95.0
Cc1ccccc1C1CC(c2cccs2)Nc2nnnn21 (stereo not drawn)	-0.9	-1.5	-14.4	14.4	-0.3	11.5	-2.1	-0.2	-0.9	21.4	105.0
Cc1ccc(Nc2cnn(C34CC5CC(CC(CC(=O)O)(C5)C3)C4)c(=O)c2Cl)c(Cl)c1	257.7	0.0	10.8	-10.8	0.0	-0.1	-2.8	-1.6	2.5	-15.3	101.0
CCc1ccc(OCC(=O)NNC(=O)c2nn(CC)c(=O)c3ccccc23)cc1	x	-13.1	-16.6	16.6	-6.5	-6.7	-3.4	-1.9	0.8	0.4	85.8
O=C(N[C@@H](Cc1ccc(O)cc1)C(=O)O)c1ccc(C(F)(F)F)cc1	-13.5	-4.8	-18.9	18.9	8.2	4.1	4.0	x	-1.2	x	97.4
CC(C)(C)c1csc(NC(=O)c2ccc(Cl)s2)n1	48.4	0.0	37.2	-37.2	38.2	-2.7	-10.3	7.7	0.1	6.0	105.8
COc1cc(C(=O)N2CCN(C(=O)C3COc4ccccc4O3)CC2)cc(OC)c1OC (stereo not drawn)	-3.6	-7.8	32.8	-32.8	-2.0	0.5	-10.8	-4.2	0.3	11.2	101.8
Cc1cccc(N=C2NC(=O)/C(=C/c3cccs3)S2)c1	21.4	-9.4	-2.1	2.1	23.1	-8.0	4.5	2.0	0.2	29.4	98.5
COC(=O)c1c(NC(=O)C(=O)NCCCN2CCOCC2)sc2c1CCC2	3.3	3.8	1.4	-1.4	14.4	-3.5	9.8	14.3	-0.1	22.1	109.8

(list continues)
SMILES	SUMO Mot1 rescue	PKA-R2B activ	SR-BI DiI inh	SR-BI DiI-HDL act	MITF TRPM1 HTS	PKA-R1A activ	dFosB activator	NSD2 HMT inh	CDK5 inh	Arr AP2 block	DSG3 Ab inh
COc1ccc(S(=O)(=O)N(C)C)cc1NCC(=O)Nc1ccc(Br)c(C)c1	20.0	-1.7	38.4	-38.4	-18.4	-7.2	-8.2	-4.0	0.9	-2.9	x
CCOc1ccc(-n2cnnn2)cc1S(=O)(=O)N1CCC(C)CC1C (stereo not drawn)	13.8	0.0	14.8	-14.8	5.2	9.2	6.6	-0.3	0.7	-0.5	98.4
CC1CN(C2CCN(S(=O)(=O)Cc3ccccc3)CC2)CC(C)O1 (stereo not drawn)	197.5	-7.0	11.5	-11.5	-2.6	-22.8	1.0	0.5	0.8	-11.5	89.6
CCn1c(=O)c2cc(C(=O)Nc3ccc(OC)cc3OC)sc2c2ccccc21	+	2.8	x	x	-33.3	-2.0	-9.9	-0.7	0.6	-0.6	100.7
Cc1cc(Cl)ccc1OC(C)C(=O)Nc1ccccc1N1CCOCC1 (stereo not drawn)	10.9	-1.0	12.6	-12.6	2.2	3.4	4.8	-2.4	0.6	29.0	98.8
O=C(O)c1ccccc1-c1ccccc1C(=O)Nc1nccs1	167.5	5.1	-17.5	17.5	-4.0	-16.4	-5.9	1.9	1.1	13.6	104.8
O=C(Nc1cccc(NC(=O)c2cccc(Cl)c2)c1)c1cccnc1	28.1	-12.8	57.9	-57.9	-6.3	-0.9	-13.9	-0.9	0.6	11.4	104.3
O=C(COc1cccnc1[N+](=O)[O-])Nc1cc(S(=O)(=O)N2CCCCC2)ccc1Cl	-8.1	-8.7	54.3	-54.3	0.6	-5.2	-1.4	0.0	-1.2	21.8	84.8*
CCC(C)(C)n1nnnc1C(c1ccccc1OC)N1CCN(C(=O)c2ccco2)CC1 (stereo not drawn)	-2.6	0.9	39.4	-39.4	-6.1	5.3	-12.1	30.8	-5.1	-3.8	100.7
O=C(NCC(=O)N(c1cccnc1)C(C(=O)NC1CCCC1)c1cccs1)c1ccco1 (stereo not drawn)	36.6	-2.9	1.5	-1.5	-7.6	2.6	-4.6	-4.4	1.6	25.0	100.8
CC(=O)n1c(-c2ccccc2)c(-c2ccccc2)n(C)c1=O	26.6	-14.4	-23.9	23.9	-5.7	16.1	-2.1	4.8	0.5	11.9	108.3
COc1ccc(NC(=O)CCNS(=O)(=O)c2cc(Br)cnc2N)cc1OC	-0.4	-7.1	-11.1	11.1	-1.7	-1.3	-2.6	3.2	-1.1	2.8	x
Cc1c(NC(=O)[C@@H](NC(=O)c2ccc(Cl)c([N+](=O)[O-])c2)C(C)C)c(=O)n(-c2ccccc2)n1C	3.9	-4.8	-10.6	10.6	-6.8	2.3	3.5	2.0	-2.1	17.8	x
COc1ccc(NC(=O)CSc2ccc(-c3cccnc3)nn2)c(OC)c1	-4.4	-18.8	25.4	-25.4	-1.9	2.2	-7.2	0.0	-1.9	14.5	94.8
CCOC(=O)C(=CNc1ccc(Oc2cncc(Cl)c2)nc1)C(=O)OCC	-14.4	-9.7	14.3	-14.3	-2.5	-15.5	-2.0	0.2	2.4	-6.2	108.3
Cc1ccc(C(=O)NCCCc2ccccc2)s1	-8.1	8.3	-0.2	0.2	87.4*	5.9	-13.0	-4.0	0.6	-5.3	103.9
Cc1nnsc1C(=O)N/N=C/c1c(F)cccc1Cl	-3.5	-7.7	-2.4	2.4	1.2	-9.1	11.1	0.1	-2.6	-13.1	101.4
Cn1c(CCCNC(=O)c2cccs2)nc2ccccc21	5.9	5.5	3.3	-3.3	-7.3	4.9	1.1	-1.5	0.6	1.0	97.4
CCN(C(=O)c1ccc2c(OC)n(CC)nc2c1)c1ccc(OC)cc1	22.8	-0.5	-15.1	15.1	5.1	-3.1	-2.7	x	0.9	-0.3	101.3
C=C(C)CSc1nnc([C@@H]2CCCN2C(=O)OC(C)(C)C)o1	-17.3	-1.3	-23.1	23.1	-3.4	-4.7	3.6	8.4	0.1	30.5	98.1
O=C1CN(c2ccccc2)C(=S)N1C(=O)c1ccc(Br)cc1	20.5	-1.7	42.2	-42.2	x	-2.9	-2.0	x	1.3	-3.2	113.3
CC1CC=C(O)C12OCC(C)(C)CO2 (stereo not drawn)	x	3.1	-27.3	27.3	-6.9	-2.9	-2.7	4.1	0.7	32.0	93.5
CC(C)(C)NC(=O)c1cnn2c1NC(c1ccc(F)cc1)CC2C(F)(F)F (stereo not drawn)	-1.3	-2.0	4.1	-4.1	x	-0.7	3.3	3.5	-0.3	-0.4	x
CCOc1nc(NCCO)nc(Nc2cc(Cl)ccc2OC)n1	3.5	-4.3	-20.0	20.0	-12.8	-6.1	-3.9	-2.3	-0.1	3.2	88.4
COc1ccc(C)cc1NC(=O)C1CCN(C(=O)c2ccco2)CC1	117.7	2.8	x	x	-2.7	5.4	0.4	5.4	-1.1	5.9	x
O=Cc1cnc(N2CCCCC2)s1	-9.2	9.4	-34.6	34.6	-2.6	2.9	7.5	0.4	-1.1	27.7	100.1

Single records, from the list above. Order of screens: SUMO Mot1 rescue, PKA-R2B activ, SR-BI DiI inh, SR-BI DiI-HDL act, MITF TRPM1 HTS, PKA-R1A activ, dFosB activator, NSD2 HMT inh, CDK5 inh, Arr AP2 block, DSG3 Ab inh
COc1ccc(C)cc1NC(=O)C1CCN(C(=O)c2ccco2)CC1 is entered as 117.7, 2.8, x, x, -2.7, 5.4, 0.4, 5.4, -1.1, 5.9, x
CCn1c(=O)c2cc(C(=O)Nc3ccc(OC)cc3OC)sc2c2ccccc21 is entered as +, 2.8, x, x, -33.3, -2.0, -9.9, -0.7, 0.6, -0.6, 100.7

High-throughput results (PubChem BioAssay)
